Assay outcomes deposited in PubChem BioAssay by several laboratories.
CRFBP-R2 block: CRF-BP/CRF-R2 complex antagonism. inhibition, % at 11.8 µM. actives 0.59% (n = 350,000). HEK293 CRF-R2/CRF-BP, CRF-induced calcium fluorescence;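 active = inhibition of the ligand-induced calcium signal above about 50% at the single tested concentration, limit read from the data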
M4 ag: CHRM4 agonism in calcium assay. CHO-K1 hM4/Gqi5, Fluo-8 calcium fluorescence; vehicle 0%, full acetylcholine response 100%. activation, % at 3 µM. actives 0.14% (n = 360,000);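 active = activation above the run mean over all test wells plus 3 SD, cut at about 32% in these data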;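 also: peak over basal fluorescence ratio per well then scaled between controls; 0% = DMSO wells and 100% = acetylcholine at EC100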
Target sequence (P08173 whole entry, looked up): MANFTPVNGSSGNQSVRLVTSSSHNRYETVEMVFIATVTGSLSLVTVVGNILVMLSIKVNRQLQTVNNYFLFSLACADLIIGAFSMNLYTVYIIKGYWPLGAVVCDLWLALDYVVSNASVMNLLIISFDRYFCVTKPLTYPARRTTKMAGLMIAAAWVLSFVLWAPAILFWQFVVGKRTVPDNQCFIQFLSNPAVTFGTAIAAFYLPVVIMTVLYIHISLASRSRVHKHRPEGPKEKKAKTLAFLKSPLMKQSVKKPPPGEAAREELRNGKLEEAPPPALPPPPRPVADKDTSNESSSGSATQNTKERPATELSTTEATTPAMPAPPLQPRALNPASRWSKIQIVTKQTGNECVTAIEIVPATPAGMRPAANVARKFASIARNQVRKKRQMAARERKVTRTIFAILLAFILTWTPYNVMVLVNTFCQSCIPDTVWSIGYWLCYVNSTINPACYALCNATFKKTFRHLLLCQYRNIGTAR
CHRM4 antagonist: CHRM4 antagonism in calcium assay; AID 624125; actives 0.73% (n = 360,000); inhibition, % at 3 µM; CHO-hM4 cells, ACh EC80, Fluo-8 calcium fluorescence; P08173;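 active = inhibition above its plate's cutoff, the mean inhibition of sample wells plus 3 SD, cut at about 27% in these data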;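 also: 0% = acetylcholine EC80 with DMSO and 100% = DMSO without agonist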
CHRM5 antagonist: antagonists of human muscarinic M5 receptor (CHRM5) | P08912 | CHO-hM5 cells, Fluo-8 calcium fluorescence, ACh EC80 | actives 0.59% (n = 360,000) | inhibition, % at 3 µM;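 active = inhibition above a per-plate cutoff, the mean of that plate's test compounds plus 3 SD, cut at about 27% in these data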;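 also: 0% = acetylcholine EC80 with DMSO and 100% = DMSO without agonist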
Target sequence (P08912 whole entry, looked up): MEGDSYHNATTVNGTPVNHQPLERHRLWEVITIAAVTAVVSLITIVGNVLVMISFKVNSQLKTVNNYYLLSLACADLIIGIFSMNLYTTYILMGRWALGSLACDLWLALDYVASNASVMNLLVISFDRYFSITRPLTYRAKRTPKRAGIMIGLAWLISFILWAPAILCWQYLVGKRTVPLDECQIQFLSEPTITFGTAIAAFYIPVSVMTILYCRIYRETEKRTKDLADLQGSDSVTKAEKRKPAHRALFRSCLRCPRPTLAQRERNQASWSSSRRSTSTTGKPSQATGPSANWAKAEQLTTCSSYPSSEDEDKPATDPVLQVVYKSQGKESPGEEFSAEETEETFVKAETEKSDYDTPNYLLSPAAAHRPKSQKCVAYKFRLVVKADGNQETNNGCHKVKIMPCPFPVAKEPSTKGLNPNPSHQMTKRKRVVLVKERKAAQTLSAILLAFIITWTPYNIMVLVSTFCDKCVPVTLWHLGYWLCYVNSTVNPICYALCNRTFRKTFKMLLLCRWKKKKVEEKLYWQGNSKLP
M5 PAM: potentiates acetylcholine response at human M5 receptor; CHO-K1 hM5, Fluo-8 calcium, ACh EC20 PAM; 0% = ACh EC20, 100% = ACh EC100; activation, % at 3 µM; actives 0.3% (n = 360,000);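 active = activation above the run cutoff, the mean activation of all test compounds plus 3 SD, cut at about 18% in these data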
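Measured by: Fluo-8 calcium fluorescence; material: human M5 receptor in CHO-K1 cells; schedule: Post-acetylcholine fluorescence recording 140 s; benchmarks: low control EC20 acetylcholine (0%), high control EC100 acetylcholine (100%); read-out: Max/basal fluorescence ratio as % of EC20–EC100 ACh window; compound: single dose, 3 µM nominal final test concentration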
CHRM4 PAM: positive allosteric modulators of human muscarinic M4 receptor; activation, % at 3 µM; actives 0.4% (n = 360,000); P08173; CHO-K1 hM4/Gqi5, Fluo-8 calcium fluorescence, ACh EC20; 0% = ACh EC20, 100% = maximal ACh;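 active = activation above its plate's cutoff, the mean activation of sample wells plus 3 SD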; also: some results filed as inactive read as strong as hits
CHRM5 agonist: CHRM5 agonism in calcium assay | activation, % at 3 µM | P08912 | CHO-K1 hM5 cells, Fluo-8 calcium fluorescence; 0% DMSO wells, 100% maximal acetylcholine response | actives 0.19% (n = 360,000) | AID 624037;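 active = activation above the run's mean over test compounds plus 3 SD, cut at about 23% in these data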;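 also: signal is peak over basal fluorescence ratio across the kinetic read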
M1 PAM: potentiates human M1 receptor response to acetylcholine | AID 588819 | CHO-K1 hM1, Fluo-8 calcium fluorescence, ACh EC20; 0% = ACh EC20, 100% = maximal ACh | actives 0.088% (n = 360,000) | activation, % at 3 µM | P11229; in the data active = activation above about 19%, passing the limit was not always enough
CRFBP-R2 agonist: agonists of human CRF-binding protein/CRF-R2 receptor complex; HEK293 CRF-R2/CRF-BP, calcium dye fluorescence (FLIPR); percent of saturating CRF peptide response; activation, % at 13.2 µM; actives 0.46% (n = 350,000);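 active = activation of at least 50%, plus an integration ratio under a set limit after plate pattern correction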;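 also: plate controls were neutral control wells without compound for no effect and CRF at EC100 for full effect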
An asterisk follows results filed as active; . = no result given. Rows are unselected; overall some 2.6% were active at least once.

SMILES | CRFBP-R2 block | M4 ag | CHRM4 antagonist | CHRM5 antagonist | M5 PAM | CHRM4 PAM | CHRM5 agonist | M1 PAM | CRFBP-R2 agonist
CC(=O)N1CCN(c2ccccc2NC(=O)c2cccs2)CC1 | -4 | 2 | -4 | 8 | 0 | 3 | -4 | 9 | -0.9
CCN(CC)c1ccc(/C=N/N2CCN(Cc3ccccc3)CC2)c(O)c1 | -9 | 2 | -8 | -8 | -1 | 5 | -4 | 6 | -0.5
CCCCn1nnnc1C(CC)N1CCN(C/C=C/c2ccccc2)CC1 (configuration not stated) | . | 3 | 10 | 7 | -12 | -10 | -7 | 8 | .
COc1ccc(-c2cc(C(F)(F)F)nc(SCC(=O)NCc3ccco3)n2)cc1OC | 10 | -1 | -16 | -12 | 6 | 15 | 0 | 14 | -1.5
NS(=O)(=O)c1ccc(CCNCc2ccccc2OCc2ccc(Cl)cc2)cc1 | -9 | 25 | -4 | -6 | -6 | -14 | -13 | -18 | 0.1
O=C(/C=C/c1ccccc1Cl)Nc1cccc(S(=O)(=O)NC2=NCCCCC2)c1 | 6 | 7 | 2 | 7 | -6 | -6 | -4 | 3 | 12
O=C(NCCN1CCCC1=O)C1CCC(=O)N(CCc2ccc(Cl)cc2)C1 (configuration not stated) | 30 | 0 | -10 | 3 | -3 | 10 | -4 | 5 | -0.5
O=C(NCC(=O)N(c1cccnc1)C(C(=O)NC1CCCCC1)c1ccccc1F)c1ccco1 (configuration not stated) | -5 | 0 | -8 | 2 | 5 | 5 | -2 | 7 | -0.3
Cc1c(Cl)cccc1NC(=S)N1CCN(Cc2ccccc2)CC1 | -57 | 3 | 4 | 7 | -2 | 6 | -3 | 6 | 0.2
CC(=O)c1ccc(OCC(=O)Nc2ccc(N3CCCCC3)cc2)cc1 | 9 | 4 | 4 | 6 | -10 | 2 | 1 | 6 | -0.9
COc1cc(C(=O)OCC(=O)NC2CCS(=O)(=O)C2)ccc1OCc1c(C)noc1C (configuration not stated) | -1 | 3 | 12 | -2 | -2 | 5 | -4 | 0 | 0.0
COC(=O)c1ccc(/C=N/NC(=O)CC(=O)NC2CCCCC2)cc1 | 4 | 1 | -4 | 0 | 2 | 8 | -1 | 13 | -2.3
CC(=O)C1CCC2C3CCC4=CC(=O)CCC4(C)C3(Br)C(=O)CC12C (configuration not stated) | 24 | 2 | -6 | 7 | 2 | 3 | -3 | 1 | -3.3
CC(C)c1cc(CNC(=O)C2CCC(=O)N(Cc3ccccc3F)C2)on1 (configuration not stated) | 12 | 1 | -8 | -38 | 14 | 8 | -1 | 9 | -0.9
Cc1ccc(S(=O)(=O)N(C)c2ccc(OCC(=O)Nc3ccc(C(=O)N(C)C)cc3)cc2)cc1C | 1 | 1 | -3 | -1 | 4 | 4 | 1 | 1 | 7.6
O=C1NC(CCc2ccccc2)C(=O)N1Cc1ccc(Br)cc1 (configuration not stated) | -20 | 2 | -14 | 8 | 0 | 6 | 0 | 12 | 0.2
COc1cccc(C(=O)N2CCC(C(=O)NCc3ccc(C)cc3)CC2)c1 | -16 | 2 | 2 | 21 | -5 | -5 | -1 | 11 | -0.3
CCN1CCN(c2nc(NCCO)c3ccccc3n2)CC1 | 6 | 2 | 2 | -2 | 6 | 9 | -4 | 12 | -0.3
CCN(CC)C(=O)C1=C(C)N(Cc2ccc(F)cc2)C(=O)C(CC(=O)NCCCN(C)C)C1 (configuration not stated) | 16 | 0 | -11 | 0 | -1 | 3 | 1 | -2 | 2.7
NC(=O)CC[C@H](NC(=O)c1ccc(F)cc1)C(=O)OCC(=O)NCc1ccc2c(c1)OCO2 | 5 | 1 | -7 | 16 | -5 | 1 | 0 | 3 | -0.4
COc1ccc(N2CC(C(=O)Nc3nnc(SCC(=O)NCc4ccco4)s3)CC2=O)cc1 (configuration not stated) | -9 | 0 | 12 | 8 | -6 | -5 | -4 | -4 | -0.4
CCCCNC(=O)c1oc2ccc(S(=O)(=O)N3CCCC3)cc2c1C | -11 | 4 | 0 | -8 | -1 | -5 | 2 | -5 | -1.1
Cc1cccc2cc(CN(Cc3ccco3)C(=O)c3cccs3)c(=O)[nH]c12 | 6 | 3 | -1 | -1 | 3 | 1 | 3 | 4 | 2.2
O=C(CN1CCN(S(=O)(=O)c2ccccc2)CC1)Nc1ccc(Cl)c([N+](=O)[O-])c1 | 2 | 16 | -5 | 12 | -13 | -8 | 1 | -10 | 3.8
COc1cccc(CNC(=O)CCC(=O)n2ncc3cc(C)ccc32)c1OC | -32 | 0 | -12 | -1 | -3 | -2 | 0 | 0 | -4.0
SMILES | CRFBP-R2 block | M4 ag | CHRM4 antagonist | CHRM5 antagonist | M5 PAM | CHRM4 PAM | CHRM5 agonist | M1 PAM | CRFBP-R2 agonist
C[C@H](NC(=O)C1CC(=O)N(c2ccc3c(c2)OCO3)C1)C(=O)NC1CCCCC1 (some centres not stated) | 3 | 1 | 5 | 12 | -4 | -1 | -6 | -4 | 1.0
CC1SC(=NC(=O)c2ccco2)NC1=O (configuration not stated) | 9 | -1 | 10 | -9 | 5 | -4 | 1 | 10 | -1.0
Cc1ccc(COC(=O)CN2C(=O)NC3(CCCC3)C2=O)cc1 | 6 | 2 | 4 | 11 | 4 | 0 | -4 | 3 | -0.6
O=C(CCNC(=O)c1ccc([N+](=O)[O-])cc1)Nc1ccccc1N1CCCC1 | -12 | 6 | -10 | 5 | -1 | 2 | -1 | 4 | 2.0
CCCCNC(=O)C1CC(c2cccc(F)c2)=NO1 (configuration not stated) | 4 | -1 | -5 | 8 | 9 | 12 | -2 | 11 | -1.0
Cc1occc1C(=O)Nc1nn[nH]n1 | -3 | 0 | 5 | 9 | 0 | 5 | 1 | 4 | 0.7
CSc1ncc(C(=O)Nc2ccccc2)cn1 | -4 | 2 | 5 | 6 | -4 | -2 | 1 | 4 | 0.1
CC1(c2nnc(Cc3ccccc3)o2)CC(c2ccc(Cl)cc2)=NO1 (configuration not stated) | 0 | 11 | -6 | -6 | -3 | 4 | 12 | 7 | -0.7
O=c1[nH]c2ccccc2c2oc(CCl)nc12 | -4 | 0 | -4 | 4 | 1 | 4 | -1 | 11 | -2.3
O=C(NCc1ccccc1Cl)c1ccc(CS(=O)(=O)c2ccccc2)o1 | -12 | 5 | 1 | 5 | -5 | -6 | 0 | -4 | -0.9
COc1ccc(CN2CCN(Cc3ccc(Br)cc3)CC2)c(OC)c1OC | 6 | 2 | 5 | 8 | -6 | -9 | -10 | -6 | 2.0
Cc1sc(N)nc1C12CC3CC(CC(C3)C1)C2 | -1 | 3 | -5 | 7 | 10 | 0 | 4 | 3 | 0.1
COc1ccc(C(=O)NNC(=O)C2=NN(c3ccccc3)C(=O)CC2)cc1 | 12 | 1 | 2 | 1 | -3 | 2 | -3 | 1 | -1.3
COc1ccc(S(=O)(=O)N(CC(=O)N2CCCC2)Cc2ccccc2)cc1 | -5 | 1 | 0 | -1 | -1 | -4 | -2 | 8 | -0.2
O=[N+]([O-])c1ccc(C(O)C[n+]2ccccc2)cc1 (configuration not stated) | 11 | 0 | -2 | 1 | 0 | 0 | -6 | 9 | -1.5
CC(C)(C)OC(=O)C[C@@H]1C/C=C\C[C@@H](CC(=O)NCCO)C(=O)NCCOC1=O | -4 | 0 | -2 | 3 | 10 | 10 | -2 | 19 | 3.3
COc1ccc(C(C)=O)cc1COC(=O)c1ccc(S(=O)(=O)N2CCOCC2)cc1 | 3 | 2 | -9 | 0 | -4 | 8 | -2 | -5 | 1.7
Cc1ccc(N(C(=O)c2csnn2)C(C(=O)NC2CCCCC2)c2ccncc2)cc1 (configuration not stated) | -4 | 0 | 2 | 0 | -2 | -3 | 0 | -1 | -0.8
O=C(CCc1ccc(O)cc1)NN=Cc1cc(Br)ccc1O | -34 | 7 | 3 | -2 | -2 | -6 | 3 | -4 | 33
CN(CC(=O)Nc1ccc(OC(F)(F)F)cc1)C(=O)C1CCC1 | -1 | 2 | 4 | 2 | 0 | 3 | 2 | 3 | 0.1
COC(=O)c1ccccc1NC(=O)CSc1nnc(-c2cccc(NC(C)=O)c2)n1C | 16 | 0 | 1 | 0 | 0 | -2 | -2 | 7 | 0.0
C#CCn1c(=NC(=O)CSC(C)=O)sc2cc(F)ccc21 | -5 | 1 | 0 | 6 | -9 | 3 | 4 | -3 | -2.6
N#Cc1ncn(-c2ccc(Oc3ccccc3)cc2)c1N | 25 | 3 | 0 | 1 | -3 | 0 | -2 | -6 | -1.1
O=C(Nc1nnc(CCN2CCCCC2)s1)c1ccc(Br)cc1 | -19 | 3 | 0 | -4 | 10 | -2 | -11 | -5 | 0.7
COc1ccc(-c2cnn3c4c(c(C)nc23)CCN4C(C)C)cc1OC | -3 | 1 | -5 | 3 | -4 | 10 | 0 | -2 | -0.5
SMILES | CRFBP-R2 block | M4 ag | CHRM4 antagonist | CHRM5 antagonist | M5 PAM | CHRM4 PAM | CHRM5 agonist | M1 PAM | CRFBP-R2 agonist
Cc1cccc(OCCCC(=O)Nc2nccs2)c1C | -8 | 3 | -7 | 8 | -2 | -5 | -1 | 2 | 1.7
CSCCC1Nc2ccc(S(=O)(=O)N3CCOCC3)cc2NC1=O (configuration not stated) | -2 | 1 | -5 | 9 | 7 | 2 | -1 | 9 | -0.3
Cc1ccc(-c2nnn(CC(=O)N(Cc3ccco3)C(C(=O)NC(C)(C)C)c3ccncc3)n2)o1 (configuration not stated) | 6 | 0 | 3 | 3 | 2 | 4 | 0 | -1 | 0.8
Cc1cc(C(=O)N/N=C/c2sc(N3CCOCC3)nc2-c2ccccc2)c(C)o1 | -15 | 2 | 4 | -1 | -3 | -7 | 0 | -4 | -1.2
Cc1ccccc1NC(=O)Cn1nc(C)n2cccc2c1=O | 4 | 1 | 1 | 16 | -6 | -6 | -3 | 2 | -0.2
COc1ccccc1NC(=O)c1ccc(S(=O)(=O)N(C)c2ccccc2)cc1 | 0 | 5 | -3 | 5 | -7 | -1 | -6 | 11 | -1.7
OCc1nc2ccccc2n1CCCc1ccccc1 | 10 | 5 | -2 | 1 | -1 | -4 | 1 | -6 | -0.8
CCOc1c(C#N)c(C#N)c2nc(C)cc(C)n12 | 8 | 1 | 3 | -8 | -2 | 3 | -5 | 6 | 0.5

7 compounds already listed, ordered by the value under M1 PAM, smallest number first:
SMILES | CRFBP-R2 block | M4 ag | CHRM4 antagonist | CHRM5 antagonist | M5 PAM | CHRM4 PAM | CHRM5 agonist | M1 PAM | CRFBP-R2 agonist
O=C(Nc1nnc(CCN2CCCCC2)s1)c1ccc(Br)cc1 | -19 | 3 | 0 | -4 | 10 | -2 | -11 | -5 | 0.7
CCN(CC)C(=O)C1=C(C)N(Cc2ccc(F)cc2)C(=O)C(CC(=O)NCCCN(C)C)C1 (configuration not stated) | 16 | 0 | -11 | 0 | -1 | 3 | 1 | -2 | 2.7
Cc1ccc(-c2nnn(CC(=O)N(Cc3ccco3)C(C(=O)NC(C)(C)C)c3ccncc3)n2)o1 (configuration not stated) | 6 | 0 | 3 | 3 | 2 | 4 | 0 | -1 | 0.8
CC(=O)C1CCC2C3CCC4=CC(=O)CCC4(C)C3(Br)C(=O)CC12C (configuration not stated) | 24 | 2 | -6 | 7 | 2 | 3 | -3 | 1 | -3.3
Cc1sc(N)nc1C12CC3CC(CC(C3)C1)C2 | -1 | 3 | -5 | 7 | 10 | 0 | 4 | 3 | 0.1
COc1ccc(S(=O)(=O)N(CC(=O)N2CCCC2)Cc2ccccc2)cc1 | -5 | 1 | 0 | -1 | -1 | -4 | -2 | 8 | -0.2
CCCCNC(=O)C1CC(c2cccc(F)c2)=NO1 (configuration not stated) | 4 | -1 | -5 | 8 | 9 | 12 | -2 | 11 | -1.0
